# Salmonella PhoP GFP: Inhibition of PhoP regulon, Salmonella typhi GFP reporter cells, confirmation, 4 h (AID 1850) | Salmonella Typhi PhoP-promoter GFP reporter, fluorescence, 4 h; higher % means a stronger effect | inhibition, % at 50 µM, or IC50 in µM where a hit was titrated | 310,000 tested, 0.33% active; in the data active means a potency from the dose series; inconclusive means inhibition mostly from about 25% at the one dose, without a potency; inactive means the rest, 99 in 100 with inhibition below about 19%;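 further: 0% = induced wells with vehicle and 100% = uninduced wells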
# tuberculosis growth: growth inhibition of non-replicating M. tuberculosis (AID 488890) | inhibition, % at 25 µM, or IC50 in µM where a hit was titrated | Mycobacterium tuberculosis non-replicating, growth inhibition; higher % means a stronger effect | 320,000 tested, 0.39% active; in the data active means a potency from the dose series; inconclusive means inhibition mostly from about 82% at the one dose, without a potency; inactive means the rest, 99 in 100 with inhibition below about 76%;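 further: plate controls were DMSO cells for no effect and high antibiotic wells for full effect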
# inhibitors of VEEV: inhibitors of VEEV TC-83 cytopathic effect, confirmation, Vero cells (AID 588727) | Vero cells, VEEV TC-83 cytopathic effect inhibition; higher % means a stronger effect | inhibition, % at 20 µM, or IC50 in µM where a hit was titrated | 350,000 tested, 0.13% active; in the data active means a potency from the dose series; inconclusive means inhibition mostly from about 14% at the one dose, without a potency; inactive means the rest, 99 in 100 with inhibition below about 12%; further: strong numbers were not always called active
# influenza NS1A: H1N1 influenza NS1A inhibitors, functional cell based assay (AID 504329) | inhibition, % at 12.5 µM; hits with a dose series show IC50 in µM | NS1A functional cell-based assay, percent inhibition; higher % means a stronger effect | 340,000 tested, 0.3% active; in the data active means a potency from the dose series; inconclusive means inhibition above about 27% without an active follow-up result; further: strong numbers were not always called active
# H37Rv inhibition: M. tuberculosis growth inhibition, HTS (AID 449762) | M. tuberculosis H37Rv growth inhibition, 7H9 media; higher % means a stronger effect | inhibition, % at 25 µM, or IC50 in µM where a hit was titrated | 330,000 tested, 0.59% active; in the data active means a potency from the dose series; inconclusive means inhibition above about 70% without an active follow-up result;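 further: bacterial growth assessed after seven days of incubation; strong numbers were not always called active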
# inhibitors of VEEV 10K pilot screen: also measured in inhibitors of VEEV; calls as there; inhibition, %; measured here: 10K pilot screen inhibition
# An asterisk follows results filed as active; i = inactive; ? = inconclusive; · = no result given.
SMILES,Salmonella PhoP GFP,tuberculosis growth,inhibitors of VEEV,influenza NS1A,H37Rv inhibition,others
Nn1c(SCC(=O)NC(=O)NCc2ccco2)nnc1-c1ccc(OC(F)F)cc1,-10.1%,14.1%,1.5%,0.0%,4.9%,
N#Cc1nn(-c2ccccc2)nc1N1CCCCC1,-7.1%,5.0%,3.8%,-4.3%,7.7%,
O=C(NCCN1CCCCCC1)c1ccc(CS(=O)(=O)c2ccc(Br)cc2)o1,-9.5%,75.2%,i,3.1%,1.0%,
Cc1ccc(S(=O)(=O)N2CCCC(C(=O)NCCCN3CCCCC3C)C2)cc1 (centres undefined),-12.1%,17.1%,0.9%,-8.8%,-4.1%,
CC(C)CNC(=O)c1nc(-c2ccccc2)n(-c2ccccc2)n1,1.9%,18.8%,0.8%,-11.4%,1.1%,
CCNC(=O)NC(=O)COC(=O)c1cccc(S(=O)(=O)N2CC3(C)CC2CC(C)(C)C3)c1 (centres undefined),10.7%,9.1%,9.4%,4.9%,-7.3%,
Cn1ccnc1C(=O)c1cccc([N+](=O)[O-])c1,-12.8%,-6.0%,0.5%,-5.5%,0.6%,
Cc1ccc(S(=O)(=O)c2nc(S(C)(=O)=O)sc2N2CCN(C)CC2)cc1,-4.1%,-7.7%,12.8%,9.0%,0.9%,
O=C(CCl)Nc1c2c(nn1-c1ccccc1)CSC2,0.2%,?,?,-10.6%,?,
O=C(Cn1nc(-c2ccc(Cl)cc2)c2ccccc2c1=O)NCC1CCCO1 (centres undefined),1.5%,60.9%,2.1%,-0.4%,8.0%,
CC(C)CNC(=O)/C=C/C=C/CCCC/C=C/c1ccc2c(c1)OCO2,·,-10.8%,3.0%,-1.7%,-3.5%,
CC1CCN(CCCNC(=O)c2ccc(N3CCCC3=O)cc2)CC1,5.3%,-1.2%,0.3%,-3.7%,1.8%,
O=C(CCNC(=O)c1ccc([N+](=O)[O-])cc1)NC1CCCc2ccccc21 (centres undefined),·,·,9.2%,7.5%,·,
O=C(C[n+]1cccc2ccccc21)c1ccc([N+](=O)[O-])cc1,-3.5%,15.5%,4.9%,4.4%,29.1%,
COC(=O)c1ccccc1OS(=O)(=O)N(C)C,-3.1%,0.1%,i,-18.9%,2.9%,
COc1cccc(N2CC(C(=O)NC3CCCCC3)CC2=O)c1 (centres undefined),-13.1%,-4.8%,0.3%,-1.9%,-4.2%,
CCCCCCCSc1nsc(N)n1,-0.1%,79.6%,1.9%,8.5%,60.4%,inhibitors of VEEV 10K pilot screen=1.4
CC(CCc1ccccc1)NC(=O)c1ccc(Br)cc1 (centres undefined),-1.9%,?,i,-3.5%,-2.2%,
COc1ccc(O)c(/C=N/NC(=O)CCC(=O)Nc2ccc(F)cc2)c1,0.8%,17.2%,i,-28.6%,-9.0%,
CCN(CC)CCCN=C1N[C@@H](c2cccc(F)c2)C(C(=O)OC)=C(C)N1Cc1ccccc1,·,39.3%,6.4%,2.7%,-0.3%,
CC(C)CC1(C)NC(=O)N(CC(=O)NC(=O)Nc2ccc3c(c2)OCCO3)C1=O (centres undefined),3.6%,13.2%,2.9%,-3.9%,-3.1%,
Cn1cc(C(=O)OCC(=O)N2CCCCC2)c2ccccc21,·,-3.3%,1.8%,-4.8%,-2.3%,
O=C(NCC(=O)N1CCCCC1)c1ccc2ccccc2c1,-2.3%,-11.4%,0.9%,-1.8%,4.6%,
CCc1nc(C)ccc1OC(=O)C12CC3CC(CC(C3)C1)C2,2.0%,32.2%,0.2%,3.3%,-6.8%,
CCOC(=O)c1cccc(NC(=O)CSc2nnnn2C)c1,-5.8%,3.5%,i,8.5%,-1.2%,

# For reference, some entries already given.
SMILES,Salmonella PhoP GFP,tuberculosis growth,inhibitors of VEEV,influenza NS1A,H37Rv inhibition,others
CC(C)CC1(C)NC(=O)N(CC(=O)NC(=O)Nc2ccc3c(c2)OCCO3)C1=O (centres undefined),3.6%,13.2%,2.9%,-3.9%,-3.1%,
Cn1cc(C(=O)OCC(=O)N2CCCCC2)c2ccccc21,·,-3.3%,1.8%,-4.8%,-2.3%,
O=C(NCC(=O)N1CCCCC1)c1ccc2ccccc2c1,-2.3%,-11.4%,0.9%,-1.8%,4.6%,
CCc1nc(C)ccc1OC(=O)C12CC3CC(CC(C3)C1)C2,2.0%,32.2%,0.2%,3.3%,-6.8%,
CCOC(=O)c1cccc(NC(=O)CSc2nnnn2C)c1,-5.8%,3.5%,i,8.5%,-1.2%,

# The listing continues:
SMILES,Salmonella PhoP GFP,tuberculosis growth,inhibitors of VEEV,influenza NS1A,H37Rv inhibition,others
OCCN1CCN(C(=S)Nc2ccccc2)CC1,1.4%,-1.6%,0.6%,9.5%,6.6%,
CCCC1CC(C)(C(=O)Cn2[nH]c(=O)ccc2=O)OC1=O (centres undefined),-1.7%,-26.6%,i,-3.4%,1.6%,
O=S(=O)(c1ccccc1)N1N=C(c2ccc(Br)cc2)CC1c1ccco1 (centres undefined),0.0%,37.0%,4.7%,-1.3%,15.8%,
O=C(Oc1cccc2c(OC(=O)N3CCCC3)cccc12)N1CCCC1,7.2%,13.7%,3.8%,-30.9%,0.6%,
CC(C)c1ccc2nc3sc(C(=O)N4CCc5ccccc5C4)c(N)c3cc2c1,-5.2%,77.1%,2.7%,1.5%,4.8%,
COc1ccccc1NC(=O)N1CCN(CCc2ccccc2)CC1,-32.7%,-6.7%,0.7%,3.5%,1.4%,
COc1ccc(C2Nc3ccccc3C(=O)N2NS(=O)(=O)c2ccc(C)cc2)cc1OC (centres undefined),-28.5%,-4.0%,i,9.0%,28.5%,
CCCn1c(NCc2cc(OC)ccc2OC)nc2ccccc21,5.5%,27.2%,0.2%,-3.9%,9.6%,
CCOc1ccc(C(=O)Nc2c3c(nn2-c2ccc(F)cc2)CS(=O)C3)cc1 (centres undefined),4.2%,-7.3%,i,0.0%,-9.3%,
COc1cccc(CN2CC(C(=O)N(C)Cc3nc(C)cs3)CCC2=O)c1 (centres undefined),·,·,1.3%,7.5%,·,
CN1CCN(S(=O)(=O)c2ccc(Cc3ccc(S(=O)(=O)N4CCN(C)CC4)cc3)cc2)CC1,1.3%,0.8%,0.4%,-6.8%,5.3%,
O=C(NC1(C(F)(F)F)OCCO1)c1ccc(F)cc1,5.4%,7.0%,0.5%,-11.2%,1.9%,
CN1C(=O)C(O)(CC(=O)c2ccccc2O)c2cc(Br)ccc21 (centres undefined),-8.7%,20.1%,7.8%,-3.3%,-2.7%,
CCN1C(C(=O)Nc2cc(C)on2)=C(O)c2ccccc2S1(=O)=O,5.0%,-13.8%,i,-2.0%,-6.8%,
CCCNC(=O)C1CCCN(S(=O)(=O)c2ccc3c(c2)CC(C)N3C(=O)C2CC2)C1 (centres undefined),·,-5.1%,i,-2.7%,-18.9%,
CCOC(=O)c1cc(-c2ccccc2)sc1NC(=O)CSc1nnc(N)s1,-2.3%,-10.3%,7.0%,3.4%,1.0%,
C=C(C)Cn1c(=O)c2c(nc3n2CC(C)CN3Cc2ccccc2)n(C)c1=O (centres undefined),-19.6%,18.9%,0.8%,7.5%,6.5%,
COc1cc2[nH]c(C(=O)NCCc3ccccc3)cc2c(OC)c1OC,2.9%,9.5%,0.6%,-12.9%,0.4%,
NS(=O)(=O)c1ccc2nc(NC(=O)c3ccc4c(c3)OCCO4)sc2c1,-13.0%,-8.5%,1.7%,-14.1%,-10.0%,
O=C(CC(c1ccco1)S(=O)(=O)c1ccccc1)c1ccc(F)cc1 (centres undefined),2.8%,75.5%,2.0%,2.3%,-5.2%,
CC(=O)CC(=O)Nc1cccc2c1CCCC2,-4.3%,28.3%,4.6%,6.0%,-2.5%,inhibitors of VEEV 10K pilot screen=0.0
CC1(C)Cc2cccc(OCC(=O)NCCc3ccccc3)c2O1,-8.9%,-0.6%,3.6%,7.4%,1.8%,
Cn1c(=O)cc(OCCCC(=O)N2CCN(c3ccccc3)CC2)c2ccccc21,-3.0%,23.5%,0.5%,-17.5%,-3.3%,
COc1ccc(-c2cc(C(=O)N3CCOCC3)c3ccccc3n2)cc1OC,4.3%,-7.6%,10.6%,-2.9%,11.6%,
O=C(NNC(=O)c1ccc(Cl)c(Cl)c1)c1ccncc1,9.9%,?,i,·,?,

# Other results.
SMILES,Salmonella PhoP GFP,tuberculosis growth,inhibitors of VEEV,influenza NS1A,H37Rv inhibition,others
O=C(CCN1C(=O)/C(=C\C=C\c2ccccc2)SC1=S)Nc1ccccc1C(=O)O,-13.9%,47.8%,i,2.7%,24.4%,
CC1(C)C[C@H]2C3=CCC4[C@@]5(C)CC[C@H](O)[C@](C)(CO)C5CC[C@@]4(C)[C@]3(C)C[C@@H](O)[C@@]2(CO)[C@@H](O)[C@@H]1O (some centres undefined),·,17.3%,1.0%,-1.5%,-4.7%,
COc1ccc(-c2csc(Nc3cc(C)ccn3)n2)cc1OC,0.6%,22.6%,7.4%,-1.2%,?,
O=C(O)C1CCCN1c1ncnc2c1oc1ccccc12 (centres undefined),-10.3%,-11.3%,2.3%,0.9%,-7.7%,
Cc1cccc(NC2(C(F)(F)F)N=C(c3ccccc3)NC2=O)n1 (centres undefined),0.7%,2.1%,i,-3.2%,0.1%,
COc1ccc(NC2CCCN(C(=O)c3ccc4[nH]c(C)c(C)c4c3)C2)cc1OC (centres undefined),-13.2%,16.3%,3.9%,3.1%,10.3%,
CCSC1=NCCN1S(=O)(=O)c1ccc(F)cc1,-6.3%,18.1%,1.7%,-0.3%,4.3%,
CC(=O)Nc1ccc(CN2CCc3c([nH]c4ccccc34)C2c2ccccn2)cc1 (centres undefined),-4.5%,21.9%,0.7%,2.0%,2.3%,
Cc1ccc2nc(C)cc(OCC(=O)O)c2c1,-8.4%,8.1%,4.7%,-4.7%,-1.7%,
Cc1ccc(C(C(=O)NC2CCCC2)N(C(=O)c2csnn2)c2cccc(F)c2)o1 (centres undefined),-7.5%,-5.0%,1.7%,7.7%,0.4%,
COc1cccc(N=CC2=C(O)CCCC2=O)c1,8.2%,-5.6%,1.6%,3.6%,-3.9%,
c1csc(-c2nnc(COc3ncnc4sccc34)o2)c1,0.0%,·,1.1%,1.6%,6.2%,
CSc1cccc(NC(=O)c2sc3nc4n(c(=O)c3c2C)CCC4)c1,1.0%,15.6%,10.2%,-3.2%,-0.7%,
COc1ccc(NC(=O)/C=C/C(=O)O)c(OC)c1,-0.8%,-2.0%,0.2%,1.1%,-4.6%,
O=C(CSCc1ccc(F)cc1)Nc1nc2c(s1)CCCC2,10.4%,41.8%,2.5%,6.8%,0.6%,
C=CCNC(=O)C1CC(=O)N(c2ccc(OCC(=O)Nc3ccc(C)cc3)cc2)C1 (centres undefined),-6.0%,17.0%,0.8%,22.3%,-2.6%,
CCSc1ccccc1C(=O)N1CCCC1,8.9%,7.5%,0.5%,-2.4%,-8.4%,
CC(NC(=O)CN1CCN(c2cccc(Cl)c2)CC1)c1ccccc1 (centres undefined),-4.1%,32.0%,2.9%,-14.0%,-0.9%,
CCOC(=O)C1CCCN(C(=O)C2CCN(Cc3nc(-c4ccc(Cl)cc4)oc3C)CC2)C1 (centres undefined),·,·,i,-0.7%,·,
CCc1cccc(CC)c1NC(=O)COC(=O)CCc1cc(OC)c(OC)c(OC)c1,-2.6%,9.5%,i,-8.4%,1.6%,
CC(C)(C)C(=O)O/N=C(\N)COc1cccc(Cl)c1,-5.7%,-1.9%,i,-2.3%,0.7%,
Cc1cc(NC(=O)CCCC(=O)OCC(F)(F)C(F)F)cc(C)c1C(=O)O,2.8%,-1.1%,0.2%,4.9%,1.1%,
Cc1cc(C(=O)O[C@H]2[C@H](C)NS(=O)(=O)[C@H]3C[C@@H]4C=C[C@]23O4)cc([N+](=O)[O-])c1,·,17.9%,i,-2.2%,-6.8%,
Cc1ccc([N+](=O)[O-])cc1NC(=O)CSc1nnc(C)n1CC1CCCO1 (centres undefined),15.8%,-6.0%,i,2.8%,-1.6%,
CCC1=NN2C(=N)/C(=C\c3cccn3-c3ccc(C)cc3C)C(=O)N=C2S1,-5.0%,65.5%,1.9%,5.6%,2.5%,

# Retrieved by compound from the entries so far:
SMILES,Salmonella PhoP GFP,tuberculosis growth,inhibitors of VEEV,influenza NS1A,H37Rv inhibition,others
COc1ccc(-c2csc(Nc3cc(C)ccn3)n2)cc1OC,0.6%,22.6%,7.4%,-1.2%,?,
COc1ccc(NC(=O)/C=C/C(=O)O)c(OC)c1,-0.8%,-2.0%,0.2%,1.1%,-4.6%,
COc1ccc(NC2CCCN(C(=O)c3ccc4[nH]c(C)c(C)c4c3)C2)cc1OC (centres undefined),-13.2%,16.3%,3.9%,3.1%,10.3%,
CC(C)(C)C(=O)O/N=C(\N)COc1cccc(Cl)c1,-5.7%,-1.9%,i,-2.3%,0.7%,
CC(=O)Nc1ccc(CN2CCc3c([nH]c4ccccc34)C2c2ccccn2)cc1 (centres undefined),-4.5%,21.9%,0.7%,2.0%,2.3%,

# Screening results from PubChem.
